Bioassay records from PubChem BioAssay.
GSK3beta inhib: human GSK3beta kinase inhibition. GST-GSK3beta kinase, ADP-Glo luminescence, 60 min; stronger effect = lower value. P49841. actives 0.038% (n = 300,000). activity score (negative = inhibition), % at 10 µM;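 active = more than half of replicate wells score below -50%, meaning over 50% inhibition versus plate controls; inconclusive = some replicates but at most half score below -50%; inactive = no replicate scores below -50%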;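 also: 0% = median DMSO wells and -100% = median GW8510 positive control wells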
Target sequence (P49841 whole entry, looked up): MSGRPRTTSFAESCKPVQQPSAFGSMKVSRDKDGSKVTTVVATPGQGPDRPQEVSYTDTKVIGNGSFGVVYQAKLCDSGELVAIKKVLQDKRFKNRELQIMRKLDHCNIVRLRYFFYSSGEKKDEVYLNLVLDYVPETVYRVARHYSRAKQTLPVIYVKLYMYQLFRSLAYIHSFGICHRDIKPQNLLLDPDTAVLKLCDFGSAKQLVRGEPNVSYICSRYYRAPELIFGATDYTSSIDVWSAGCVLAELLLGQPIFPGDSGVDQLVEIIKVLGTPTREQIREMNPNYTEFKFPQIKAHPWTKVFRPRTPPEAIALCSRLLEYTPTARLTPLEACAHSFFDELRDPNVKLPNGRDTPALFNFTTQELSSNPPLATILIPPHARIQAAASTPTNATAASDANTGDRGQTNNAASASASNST
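Test system: GST-fused GSK3beta enzyme, cell-free | Quantity: 1.6 ng GST-GSK3beta enzyme per well | Reagent: 25 µM ATP with peptide substrate | Schedule: 60 min enzyme reaction, room temperature | Signal: Luminescent ADP-Glo measurement of ADP formed | Read-out basis: Score relative to plate controls | Control set: DMSO and 20 µM GW8510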
HSP90 inh: blocks HSP90-mediated luciferase refolding in reticulocyte lysate | Rabbit reticulocyte lysate, luciferase refolding luminescence, 3 h | inhibition, % at 5.6 µM | actives 0.91% (n = 290,000);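 active = inhibition above the screen-wide mean plus 3 SD, computed separately per campaign, cut at about 16% in these data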;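 also: 0% = DMSO wells and 100% = 60 µM geldanamycin wells; inhibitors lower the luminescence because luciferase stays unfolded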
IEC-6 cytotox: IEC-6 cytotoxicity, counter-screen for KLF5 inhibitors; luminescence viability; inhibition, % at 5 µM; actives 0.78% (n = 290,000); AID 1825; in the data active = inhibition above about 22%;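 also: 0% = plate median of test compound wells and 100% = cytotoxic reference compound wells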
HSF-1 act: increases HSF-1 driven luciferase reporter signal; activation, % at 9 µM; actives 1.7% (n = 300,000); NIH3T3-HGL HSF-1 luciferase reporter, MG132, 8 h; 100% = twice DMSO control signal; AID 504408;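 active = mean replicate activation of at least 50% with a set share of replicates each reaching 50%; inconclusive = only one of those two conditions met; inactive = mean below 50% and too few replicates reaching it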;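 also: 0% = median of the neutral control wells and 100% = twice that signal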
HSF1 inh: HSF1 inhibition. NIH3T3-HGL HSE-luciferase, MG132-induced, luminescence 8 h; stronger effect = lower value. activity change, negative = inhibition, % at 7.5 µM (by protocol). actives 0.77% (n = 300,000);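 active = more than half of replicate wells show activity change below -50%, luminescence cut by over half; inconclusive = some wells, but at most half, below -50%; inactive = no replicate well below -50%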;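 also: luciferase reports HSF-1 transcriptional activity via heat shock element; 0% = median of DMSO wells and -100% = zero luminescence signal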
KLF5 inhibitor: kruppel-like factor 5 inhibition. DLD-1 KLF5 promoter-luciferase reporter, luminescence. inhibition, % at 5 µM. actives 0.23% (n = 290,000);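 active = inhibition above a per-plate limit of that plate's mean compound inhibition plus 3 SD, cut at about 60% in these data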;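 also: 0% = DMSO wells and 100% = LY294002 at 200 µM; higher means less KLF5 promoter-driven luciferase light; inactives centre near -14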
aSyn UTR inh: MLPCN primary screen, SNCA 5' untranslated region; inhibition, % (tested at 7.5 µM); alpha-synuclein 5'UTR reporter, inhibitor activity; actives 0.82% (n = 300,000); in the data active = inhibition above about 60%; inconclusive = no clear call, values can overlap the other calls;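 also: H4 neuroglioblastoma cells stably carrying SNCA 5'UTR luciferase fusion; 0% = DMSO wells and 100% = positive control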
GSK3A inh: inhibitors of human GSK-3 alpha kinase. P49840. ADP-Glo luminescence, 60 min. inhibition, % at 10 µM. actives 0.1% (n = 320,000). AID 2650;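 in the data active = inhibition above about 50%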;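 also: GST-tagged GSK-3 alpha with peptide substrate and 25 µM ATP; 0% = DMSO neutral wells and 100% = GW8510 positive control wells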
Target sequence (P49840 whole entry, looked up): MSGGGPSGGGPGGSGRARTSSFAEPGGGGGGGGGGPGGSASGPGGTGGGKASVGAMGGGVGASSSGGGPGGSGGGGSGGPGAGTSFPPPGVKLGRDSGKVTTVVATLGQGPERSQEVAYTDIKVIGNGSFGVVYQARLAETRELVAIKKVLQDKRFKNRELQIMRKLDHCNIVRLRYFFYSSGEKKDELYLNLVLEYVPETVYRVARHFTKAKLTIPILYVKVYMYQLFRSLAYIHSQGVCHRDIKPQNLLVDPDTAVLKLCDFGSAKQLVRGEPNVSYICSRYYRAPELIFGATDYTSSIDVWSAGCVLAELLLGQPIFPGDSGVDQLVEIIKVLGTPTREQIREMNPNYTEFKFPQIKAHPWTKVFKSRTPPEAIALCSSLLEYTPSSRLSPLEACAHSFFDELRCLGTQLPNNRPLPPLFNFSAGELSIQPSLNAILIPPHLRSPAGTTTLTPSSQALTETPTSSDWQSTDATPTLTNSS
HIF activator: HIF pathway transcriptional activation | activation, % at 7.5 µM (by protocol) | AID 1910 | actives 0.32% (n = 300,000) | U2OS HRE-luciferase reporter, luminescence; normalized: DMSO 0%, desferrioxamine 100%;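 active = mean activation of at least 10% of the iron chelator positive control signal, with at least half of replicates also reaching 10%; inconclusive = mean and replicate majority disagree about reaching 10%; inactive = mean and most replicates under 10%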
AI-2 QS modul: Vibrio harveyi AI-2 quorum sensing modulation | Vibrio harveyi JMH597 AI-2 luminescence/OD600 ratio, 9 h; stronger effect = lower value; strain lacks LuxN and CqsS sensors; 0 = neutral-control median | activity change, % at 7.5 µM | AID 2094 | actives 0.4% (n = 300,000); in the data active = activity change below about -75%, passing the limit was not always enough; inconclusive = no clear call, values can overlap the other calls;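 also: luminescence divided by OD600 gain over 9 h not by final OD600 alone; inactives centre near 13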
The depositor's hits bear a star; ? = inconclusive; · = no result given.

SMILES | GSK3beta inhib | HSP90 inh | IEC-6 cytotox | HSF-1 act | HSF1 inh | KLF5 inhibitor | aSyn UTR inh | GSK3A inh | HIF activator | AI-2 QS modul
COC(=O)N/N=C/c1c(C)c(C(=O)c2ccc(F)cc2)n2ccccc12 | 1 | -2 | 9 | -3 | 2 | 11 | 5 | · | -0.5 | -1
CCOC(=O)c1nn(-c2ccc(C)cc2)c2nc(Nc3ccccc3)cc(=O)n12 | 2 | 3 | -8 | 13 | 8 | -41 | -29 | 17 | -0.2 | 25
Cc1cc(C)cc(NC(=O)Nc2ccccc2N2CCCCC2)c1 | -7 | -1 | -4 | 17 | -5 | -49 | 3 | -1 | 0.0 | 23
Cc1cc(NC(=O)CSc2nc(-c3ccccc3)nc3c2c(=O)n(C)c(=O)n3C)no1 | 3 | 0 | -8 | 17 | 7 | 0 | -26 | 0 | 0.0 | 0
CN(CC(=O)NCc1cccnc1)S(=O)(=O)c1ccc(F)cc1 | -5 | -3 | -5 | -19 | -5 | -10 | 6 | 0 | -0.8 | 14
C=CCN(c1ccccc1)S(=O)(=O)c1ccc2c(c1)NC(=O)C(C)C(=O)N2 (stereo unspecified) | -1 | -2 | 1 | -19 | -3 | -7 | 1 | -4 | 0.0 | 7
Cc1ccc(Sc2ncccc2C(=O)N(C)Cc2cccs2)c(C)c1 | 2 | 0 | -5 | 9 | 7 | -23 | 17 | 0 | -0.8 | 21
O=C1C=C(NCc2ccco2)C2(CCCCC2)O1 | 0 | 5 | -3 | -4 | 2 | -40 | 8 | 2 | -0.3 | 15
CN(C)/C=C/C(=O)c1ccc(Cl)c([N+](=O)[O-])c1 | 1 | 3 | 7 | ? | 39 | 1 | -73 | -2 | 0.1 | 23
O=c1cc(CN2CCN(c3ccc(F)cc3)CC2)c2cc3c(cc2o1)CCCC3 | -1 | 0 | -6 | 13 | 1 | 4 | 19 | 0 | -0.4 | 18
CSc1ccccc1NC(=O)COc1ccc(Cl)cc1 | 1 | 4 | -1 | 21 | 8 | 1 | -62 | -1 | · | -5
CN(C)N1C(N)=C(C#N)C(c2cccs2)C2=C1CCCC2=O (stereo unspecified) | -3 | -2 | 8 | -3 | -1 | -9 | 8 | 15 | 0.0 | -2
COc1ccc(N2CCN(c3nc(C)c(C)c(=O)[nH]3)CC2)cc1 | 0 | 0 | 6 | -10 | -6 | -19 | 18 | 0 | 0.8 | 1
COc1cccc(C(=O)Nc2cccc(OCC(=O)O)c2)c1 | -3 | 4 | -1 | 0 | -13 | -18 | 31 | 3 | -0.4 | 5
COc1cc(C2NC(=S)NC(C)=C2C(=O)c2ccccc2)ccc1O (stereo unspecified) | -1 | -7 | 0 | 28 | 4 | -15 | 11 | 0 | 0.0 | -25
c1ccc(N=P(N2CCOCC2)(N2CCOCC2)N2CCOCC2)cc1 | 0 | 0 | 0 | 0 | -10 | 5 | 6 | -1 | -0.2 | 28
COc1cccc(NC(=O)NC2(C(F)(F)F)Oc3ccccc3O2)c1 | -1 | 2 | 5 | 67* | 39 | -23 | -77 | -2 | 2.8 | 5
O=c1cc2c(nn1Cc1ccc(Cl)cc1)-c1ccccc1CC2 | 2 | 0 | -1 | -36 | -13 | 3 | 4 | 0 | 0.6 | 2
O=C(/C=C/c1ccccc1)N1CCN(S(=O)(=O)c2ccc(F)cc2)CC1 | 2 | 8 | 1 | 2 | -10 | -4 | 7 | -2 | 0.1 | -1
CC(C)(CO)CNC(=O)CCc1nnc(Cc2ccc(-c3ccccc3)cc2)o1 | -3 | 4 | 2 | 15 | 3 | 2 | -5 | 9 | -0.5 | 23
COc1cccc2c1OC1(C)CC2NC(=O)N1 (stereo unspecified) | 6 | 1 | 2 | -3 | -7 | -32 | 24 | 0 | -0.3 | 17
CCn1c(SCC(=O)N2CCCC(C)C2)nnc1-c1ccc(S(=O)(=O)N2CCN(C)CC2)cc1 (stereo unspecified) | 3 | 7 | 6 | -6 | -1 | 12 | 24 | 1 | -0.6 | 24
C=CCSc1nnc(-c2ccc([N+](=O)[O-])cc2)o1 | 1 | 2 | 3 | 40 | 25 | -59 | -140 | 0 | 1.1 | 16
CC(C)[C@@H]1CC[C@@H](C)C[C@H]1OC(=O)C[n+]1cc(-c2ccc(Cl)cc2)n2c1CCCCC2 | -14 | 8 | -3 | -1 | 0 | 4 | -2 | 11 | 0.8 | 41
Cc1ccc2oc(=O)c3cnn(CC(=O)NC4CCC(C)CC4)c3c2c1 (stereo unspecified) | 3 | · | · | -5 | -8 | · | 5 | 1 | -0.3 | 33
CC(C)(C)NC(=O)C(c1ccncc1)N(C(=O)c1csnn1)C1CC1 (stereo unspecified) | 1 | 3 | 0 | 3 | 2 | -13 | -13 | -3 | -0.4 | 27
COc1ccc2oc(C)c(NC(C)=O)c2c1 | -5 | 1 | 4 | -19 | -6 | -9 | -4 | 0 | -0.3 | 18
CCn1c(=O)cc(OCC(=O)N2CCN(c3cccc(C(F)(F)F)c3)CC2)c2ccccc21 | 0 | 2 | -1 | 16 | 10 | 6 | 1 | 1 | -0.3 | 24
N#Cc1nc(-c2cccs2)oc1NCc1ccccc1 | -21 | -3 | 4 | 7 | 9 | -26 | -7 | 19 | 0.3 | -91*
CCOC(=O)/C=C/C(=O)Nc1ccc(S(=O)(=O)Nc2cc(C)on2)cc1 | 1 | 1 | -4 | 3 | 0 | 6 | -14 | -2 | -0.1 | -47
Clc1ccc(OCCOCCN2CCCCC2)c(Br)c1 | 2 | 1 | 7 | -1 | -10 | -13 | -6 | 0 | -0.3 | 8
COc1ccc(S(=O)(=O)N(CC(=O)NCC2CCCO2)c2ccccc2)cc1OC (stereo unspecified) | 2 | 1 | -1 | 0 | -4 | -47 | 13 | 1 | 0.5 | 5
COc1ccc(-c2ocnc2C(=O)Nc2ccc3c(c2)CCC3)cc1 | 1 | -3 | -7 | 5 | 7 | 2 | -10 | -1 | -0.1 | 23
CCOc1ccc(S(=O)(=O)NCCC(=O)N(C)CC(=O)Nc2ccc(OC)cc2)cc1 | 1 | 0 | -5 | 3 | -1 | -38 | -2 | -2 | -0.1 | 8
CCc1nc(SC)[nH]c(=O)c1C | 2 | -4 | -3 | -20 | -15 | -1 | 1 | -1 | 0.4 | 7
COCCCn1nnnc1SCC(=O)Nc1nc(C)c(C)s1 | 1 | -3 | -5 | 32 | 0 | -9 | -24 | 2 | 1.1 | 21

Next part, overlapping the part above by 2 compounds.
SMILES | GSK3beta inhib | HSP90 inh | IEC-6 cytotox | HSF-1 act | HSF1 inh | KLF5 inhibitor | aSyn UTR inh | GSK3A inh | HIF activator | AI-2 QS modul
CCc1nc(SC)[nH]c(=O)c1C | 2 | -4 | -3 | -20 | -15 | -1 | 1 | -1 | 0.4 | 7
COCCCn1nnnc1SCC(=O)Nc1nc(C)c(C)s1 | 1 | -3 | -5 | 32 | 0 | -9 | -24 | 2 | 1.1 | 21
Clc1cccc(-c2nc(NCCCN3CCOCC3)c3ccccc3n2)c1 | -1 | 1 | 6 | 6 | -4 | -37 | -37 | 8 | -1.1 | 12
O=C1NC2(CCCCCC2)C(=O)N1CCS(=O)(=O)Oc1ccccc1 | 6 | 0 | -2 | -1 | 4 | -13 | -8 | 1 | 0.1 | 13
Cc1cccc(N(Cc2ccccc2)C(=O)c2ccc(F)c(S(=O)(=O)N3CCOCC3)c2)c1 | 4 | · | · | 7 | -2 | · | -5 | 0 | -0.4 | 27
COc1ccc(C(CNC(=O)c2ccc(S(=O)(=O)N(C)C)cc2)N2CCCCC2)cc1 (stereo unspecified) | 3 | 2 | -1 | 2 | 3 | -19 | -12 | -2 | -0.6 | -7
COCCNC(=O)c1ccc(S(=O)(=O)c2ccc(Cl)cc2)c(NC(C)=O)c1 | -3 | -3 | 1 | 4 | -1 | -31 | 16 | -2 | -3.2 | 23
CCOc1ccc(C(C)NC(=O)c2cccs2)cc1OCC (stereo unspecified) | -2 | · | · | -5 | 0 | · | 8 | -4 | -1.8 | 42
Cc1ccccc1OC(C)C(=O)NCc1cccnc1 (stereo unspecified) | -1 | 2 | 18 | 16 | -7 | -7 | 14 | -4 | -0.7 | 10
C=CCNC(=O)CC(=O)N/N=C/c1ccccc1F | -1 | -4 | -2 | 27 | 13 | -3 | 5 | 1 | -0.7 | 23
COc1ccccc1C(CNC(=O)c1ccc(NS(=O)(=O)c2ccc3c(c2)OCCO3)cc1)N(C)C (stereo unspecified) | 2 | · | · | -2 | -6 | · | -13 | -3 | -0.2 | 20
O=C(NCc1ccccc1)C1(c2ccccc2)CCN(S(=O)(=O)c2ccccc2)CC1 | 1 | 4 | -1 | 5 | 4 | -38 | 14 | -2 | 0.5 | 6
CC(C(=O)OCC(=O)c1ccc(Br)cc1)N1C(=O)C2C3C=CC(C3)C2C1=O (stereo unspecified) | -1 | -3 | -3 | 1 | -2 | -25 | -2 | -1 | -0.3 | 13
CCc1nnc(NS(=O)(=O)c2ccc(NC(=O)c3ccc(S(=O)(=O)N(CC)CC)cc3)cc2)s1 | -1 | -7 | 3 | -10 | -2 | -4 | 9 | -2 | -1.0 | 8
COc1ccc(OCC(O)CNC(=O)Nc2ccc(F)cc2)cc1 (stereo unspecified) | 0 | 1 | 4 | 8 | -7 | -24 | 19 | -2 | -0.1 | 39
COc1ccc(NC(=O)CN(C)C(=O)c2ccc(N3CCOCC3)c([N+](=O)[O-])c2)cc1 | 5 | · | · | -3 | -2 | · | 1 | -1 | 2.1 | 21
O=S1(=O)CCOC[C@H](Cc2ccccc2)N1Cc1ccc(Cl)cc1 | 0 | · | · | 10 | 8 | · | 8 | -1 | 0.0 | 12
CCN(CC)S(=O)(=O)c1cccc(NC(=O)Nc2cccc(C(F)(F)F)c2)c1 | 7 | -3 | -1 | 31 | 7 | -11 | 49 | -3 | -1.8 | -19
CC(C)N(Cc1ccccc1)C(=S)NCc1ccccc1 | -2 | 2 | -3 | 1 | -10 | 0 | 0 | 0 | -1.2 | -4
O=C(CSc1nnnn1-c1cccc(Cl)c1)Nc1ccc2c(c1)CCC2 | 0 | 0 | 1 | -17 | -16 | -21 | 15 | · | 0.0 | 18
NC(=O)CC(NC(=O)c1ccccc1)c1ccc(N2CCC(Cc3ccccc3)CC2)c([N+](=O)[O-])c1 (stereo unspecified) | -2 | 5 | 3 | 7 | 5 | -17 | 28 | -3 | -4.5 | 51
Cc1cccc(NC(=O)CSc2nnc(CCCCCNC(=O)OC(C)(C)C)o2)c1C | -1 | -2 | -3 | 9 | 0 | -36 | -9 | 1 | -0.2 | 12
C=CCNC(=O)C1CC(=O)N(c2ccc(OCC(=O)Nc3c(C)cccc3C)cc2)C1 (stereo unspecified) | 0 | -5 | -4 | -7 | 2 | -19 | -7 | -1 | -0.4 | 5
